RPL19A-GFP yeast – alters RPL19A-GFP fluorescence in TOR pathway yeast screen. AID 2025. 330,000 compounds, 0.3% hits. percent response vs DMSO, % at 10 µM. S. cerevisiae RPL19A-GFP strain, flow cytometry, 3 h; hits give low values;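 active = percent response vs DMSO below 50%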;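 also: median channel GFP fluorescence of the barcoded RPL19A-GFP strain; ratio of sample median GFP to plate DMSO average so 100% = DMSO; lower means less RPL19A-GFP as with rapamycin TOR inhibition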
MEP2-GFP yeast – alters MEP2-GFP fluorescence in TOR pathway yeast screen | S. cerevisiae MEP2-GFP strain, flow cytometry GFP, 3 h; 100% = DMSO control level | GFP response vs DMSO, % at 10 µM | 330,000 compounds, 0.51% hits;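 active = GFP response versus DMSO above a set limit, roughly screen mean plus 3 SD, cut at about 180% in these data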;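 also: median GFP fluorescence of the barcode-gated MEP2-GFP cells per well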
proCasp3 act – procaspase-3 (human) activation; P42574; recombinant procaspase-3 D3A, Ac-DEVD-pNA absorbance 405 nm; activation, % at 8.5 µM; 330,000 compounds, 0.11% hits; AID 463141;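 active = activation above the mean of all tested compounds plus 3 SD, cut at about 21% in these data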;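 also: 0% = DMSO alone and 100% = DMSO wells spiked with extra 5 µM PC-3 D3A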
Target sequence (P42574 whole entry D9A/D28A/D175A): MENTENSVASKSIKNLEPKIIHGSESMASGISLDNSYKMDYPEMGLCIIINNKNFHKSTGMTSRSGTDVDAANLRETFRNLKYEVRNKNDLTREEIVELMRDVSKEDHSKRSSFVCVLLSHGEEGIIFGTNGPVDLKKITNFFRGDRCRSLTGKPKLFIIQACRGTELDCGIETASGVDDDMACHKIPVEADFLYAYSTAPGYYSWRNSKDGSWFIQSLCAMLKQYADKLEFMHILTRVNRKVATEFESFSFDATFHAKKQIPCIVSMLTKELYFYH
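Technique: 405 nm absorbance of p-nitroaniline, reads at 0 and 120 min; Test system: Procaspase-3 D3A mutant; Incubation: 1 h enzyme-compound preincubation, then 2 h substrate reaction, 25 °C; Repeats: singlicate, each compound tested once; Benchmarks: low control DMSO wells, high control DMSO plus 5 µM PC-3 D3A.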
proCasp7 act – counter-screen: procaspase-7 (human) activation. activation, % at 8.5 µM. 330,000 compounds, 0.093% hits. AID 463210. P55210. recombinant procaspase-7, Ac-DEVD-pNA absorbance 405 nm; D23A/D198A/D206A triple mutant, cannot self-cleave; scale: DMSO 0, 5 µM enzyme 100;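 active = percent activation above the screen-wide mean plus 3 SD, cut at about 25% in these data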
Target sequence (P55210 whole entry D23A/D198A/D206A): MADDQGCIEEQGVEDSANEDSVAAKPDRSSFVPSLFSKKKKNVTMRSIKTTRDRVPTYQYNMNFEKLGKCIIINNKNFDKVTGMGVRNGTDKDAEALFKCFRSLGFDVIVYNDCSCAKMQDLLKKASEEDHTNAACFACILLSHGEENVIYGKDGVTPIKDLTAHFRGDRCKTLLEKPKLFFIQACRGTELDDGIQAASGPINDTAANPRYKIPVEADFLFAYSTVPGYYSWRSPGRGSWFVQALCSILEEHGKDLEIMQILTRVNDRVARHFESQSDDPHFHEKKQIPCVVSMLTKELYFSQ
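System: Procaspase-7 triple mutant (PC-7 D3A); measure: % activation from two-timepoint absorbance difference, scaled to controls; times: 1 h compound preincubation, 2 h substrate cleavage, 25 °C; also added: Ac-DEVD-pNA substrate, 400 µM as added; measured by: Epi-absorbance of released pNA at 405 nm, two timepoints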
CR mimetic SO – lowers age-related superoxide in aged yeast cells | AID 2690 | 330,000 compounds, 0.18% hits | superoxide response (% of plate mean), % at 10 µM | S. cerevisiae aged cells, superoxide DHE fluorescence; hits give low values;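 active = superoxide response under a set limit, about three screen SD below normal, cut at about 65% in these data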;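 also: yeast aged for seven days with compound at 30 °C before DHE staining; 100% = average MFI of all compound-treated wells on the plate with controls excluded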
LAP4-GFP MLPCN – modulators of TOR pathway LAP4-GFP in S. cerevisiae. S. cerevisiae LAP4-GFP multiplex, flow cytometry GFP, 3 h; median GFP as percent of DMSO wells. GFP response vs DMSO, % at 10 µM. 320,000 compounds, 0.34% hits;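 active = GFP response vs DMSO above a set limit, about the screen mean plus 3 SD, cut at about 150% in these data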
GASC-1 inh – blocks human GASC-1 demethylase activity; AID 2099; GST-JMJD2C(1-420) H3K9me3 demethylation, DELFIA europium; inhibition, % at 2.35 µM; 330,000 compounds, 0.069% hits; Q9H3R0;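 active = more than half of a compound's replicate wells show inhibition beyond 50%, single wells judged on their own value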;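 also: signal counts dimethyl H3K9 product captured on neutravidin plate; 0% = median of DMSO wells and 100% = 0.3 times that DMSO median; strong numbers were not always called active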
Target sequence (Q9H3R0 1-420 limits assumed): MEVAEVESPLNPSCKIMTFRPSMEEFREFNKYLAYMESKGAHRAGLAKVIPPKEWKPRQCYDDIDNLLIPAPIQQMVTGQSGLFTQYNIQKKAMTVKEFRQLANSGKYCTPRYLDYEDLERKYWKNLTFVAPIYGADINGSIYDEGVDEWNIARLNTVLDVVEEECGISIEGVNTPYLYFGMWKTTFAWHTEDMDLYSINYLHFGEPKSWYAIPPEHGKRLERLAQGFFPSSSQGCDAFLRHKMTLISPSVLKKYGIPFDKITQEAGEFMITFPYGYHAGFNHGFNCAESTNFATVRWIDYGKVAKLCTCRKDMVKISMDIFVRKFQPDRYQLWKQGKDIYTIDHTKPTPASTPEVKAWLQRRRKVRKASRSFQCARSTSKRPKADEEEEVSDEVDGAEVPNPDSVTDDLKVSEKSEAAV
AHR act – activators of human aryl hydrocarbon receptor. AID 2796. 320,000 compounds, 2.5% hits. activation, % at 5 µM. AHR-responsive luciferase reporter cells, luminescence. P35869; in the data active = activation above about 47%;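 also: 0% = vehicle wells and 100% = reference agonist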
* hit, by the source's call; . = no result given; [ ] = remark or other dose.

Values run as follows: RPL19A-GFP yeast	MEP2-GFP yeast	proCasp3 act	proCasp7 act	CR mimetic SO	LAP4-GFP MLPCN	GASC-1 inh	AHR act
Cc1ccc(C(=O)NC(C(=O)NC2CCCC2)c2ccccc2)cc1 (stereo not given)
    105	108	2	1	99	96	10	0
O=C(Nc1ccc2c(c1)OCO2)c1ccc[n+]([O-])c1
    104	112	9	0	99	94	0	48*
COc1cccc(NC(=O)Nc2cnccn2)c1
    105	104	12	-7	82	99	11	36
CC(C)c1cc(CNC(=O)CC2C(=O)NCCN2CC2CCCCC2)on1 (stereo not given)
    102	93	14	8	103	112	15	0
COC(=O)c1ccc(CSc2nnc(-c3c[nH]c4ccccc34)n2C)o1
    97	96	0	-2	97	107	3	10
O=C1c2ccccc2C(Nc2ccc(Cl)cc2)N1CCN1CCOCC1 (stereo not given)
    106	100	0	2	93	99	-12	5
CN=C1S/C(=C\c2cn(CC(=O)OC)c3ccccc23)C(=O)N1C
    104	110	-8	-4	107	99	0	13
COc1cccc(OC)c1C(=O)N1CCN=C1SCc1cccnc1
    107	101	1	4	105	104	32	1
COc1ccccc1NC(=O)CN(C)S(=O)(=O)c1ccc2c(c1)CCC(=O)N2
    99	105	5	-2	97	101	-5	0
CCOC(=O)c1cc(C(=O)c2cc(Br)ccc2O)coc1=N
    96	102	-2	2	101	94	-13	-1
O=C(c1cccc(F)c1)N1CCC2(CC1)NCCc1[nH]cnc12
    98	99	-3	7	98	101	0	3
CCCCn1c(N)c(N(CC)C(=O)c2cc(S(=O)(=O)N3CCN(CC)CC3)ccc2Cl)c(=O)[nH]c1=O
    96	85	-4	11	95	64	3	-1
O=[N+]([O-])c1ccc2c(c1)ncn2CCc1ccccc1
    101	105	.	.	108	101	3	.
O=C1NCCN1C(=O)C12CC3CC(CC(C3)C1)C2
    103	99	-5	1	93	100	1	-1
COc1ccc(-c2ccc(SCc3cccnc3)nn2)cc1OC
    92	90	2	-5	97	102	19	6
COc1ccc(N=N/C(=C\O)C(=O)c2ccco2)cc1
    103	100	3	4	94	139	6	15
CC(C)CNC(=S)N1CCN(C(c2ccccc2)c2ccccc2)CC1
    108	100	5	3	103	99	-3	3
CSc1ccccc1NC(=O)CN(C)C(C)C(=O)NCc1ccc2c(c1)OCO2 (stereo not given)
    93	102	8	1	104	108	7	0
Cc1oc(-c2ccccc2F)nc1CN1CCC(C(=O)NC2CCCc3ccccc32)CC1 (stereo not given)
    94	94	7	-1	95	95	-9	6
COc1cccc(-c2cc(C(=O)Nc3cnn(Cc4ccc(F)cc4)c3)no2)c1
    104	105	-5	2	133	108	-2	1
COc1ccccc1NC(=S)N1CCN(C(c2ccccc2)c2ccccc2)CC1
    101	98	4	0	123	102	-6	3
O=C(Nc1ccc2ncccc2c1)c1cccc(Br)c1
    105	107	8	4	99	95	13	0
CCOc1ccccc1N1CCN(C(=O)c2cccc(S(=O)(=O)N3CCOCC3)c2)CC1
    98	104	5	8	98	103	-2	2
CCC(C)(C)C1CCc2[nH]nc(C(=O)NCCNC(=O)OC(C)(C)C)c2C1 (stereo not given)
    102	93	7	3	117	121	-8	0
COc1ccc2cc3c(nc2c1)OCC3
    101	106	-4	-3	106	94	6	-2
COc1ccnc(N=CNOCc2ccc(Cl)cc2)c1C#N
    45*[may fluoresce violet]	226*[may fluoresce violet]	-2	11	104	89[may fluoresce violet]	11	0
C/C(=N\NC(=O)C1CC1)c1ccccc1Br
    110	107	.	.	99	76	6	.
Nc1nc(SCc2ccccc2Cl)[nH]c(=O)c1-c1ccccc1
    95	92	-1	-1	101	95	0	-12
CCC(=O)Oc1ccc2c(=O)c(-c3ccc4ccccc4n3)c(CC)oc2c1C
    .	.	7	9	91	.	-2	3
CCCNC(=O)C1CCN(S(=O)(=O)c2ccc(-c3nn[nH]n3)cc2)CC1
    104	107	-8	-1	99	102	-8	1

Next part (2 carried over from the part before).
Values run as follows: RPL19A-GFP yeast	MEP2-GFP yeast	proCasp3 act	proCasp7 act	CR mimetic SO	LAP4-GFP MLPCN	GASC-1 inh	AHR act
CCC(=O)Oc1ccc2c(=O)c(-c3ccc4ccccc4n3)c(CC)oc2c1C
    .	.	7	9	91	.	-2	3
CCCNC(=O)C1CCN(S(=O)(=O)c2ccc(-c3nn[nH]n3)cc2)CC1
    104	107	-8	-1	99	102	-8	1
Cc1cccc(OCc2nnc(SCC(=O)N3CCCC3)o2)c1
    100	99	-1	4	101	93	-19	-3
c1ccc(-c2nc(N3CCNCC3)nc3ccccc23)cc1
    93	112	-13	-8	87	106	8	17
COc1ccc(CNS(=O)(=O)CCNC(=O)c2cccc(OC)c2)cc1
    97	95	-4	2	107	106	-2	0
Cc1ccc(C)c(C(=O)COc2ccc(C)nc2[N+](=O)[O-])c1
    96	106	-24	-46	99	109	2	2
CCOc1nc(SCCOc2ccc(C)cc2)nc(N(C)C)n1
    101	96	0	-3	99	106	.	-3
COCC(C)NC(=S)Nc1ccccc1[N+](=O)[O-] (stereo not given)
    101	99	-10	-3	111	93	-4	8
COc1ccc(OCC(=O)NNC(=O)C(=O)Nc2cc(OC)ccc2OC)cc1
    101	110	-1	-7	86	99	37	44
CC(C)(C)c1ccc(-c2ccc3c(c2)S(=O)(=O)c2ccccc2C3=O)cc1
    101	92	4	-1	102	107	2	4
O=C(Nc1nc(-c2ccc(Cl)s2)cs1)c1cccs1
    95	97	1	6	100	153*	4	71*
O=C(O)CN1C(=O)/C(=C\c2cc(Br)ccc2OCc2ccc([N+](=O)[O-])cc2)SC1=S
    106	106	-8	-11	113	96	5	-1
O=C(CCc1ccccc1)NCCc1cccs1
    95	98	-1	6	87	102	14	1
Cc1ccccc1N(Cc1ccccc1F)S(C)(=O)=O
    98	98	-8	4	98	100	4	-1
COC(=O)c1ccc(NC(=O)c2ccc3c(c2)NC(=O)C2CCCN32)cc1 (stereo not given)
    93	99	-7	-3	155	92	9	1
COc1cccc(NC(=O)c2ccc(N3C(=O)C4CCC(C)CC4C3=O)cc2)c1 (stereo not given)
    99	95	4	2	96	98	-13	3
Cc1cccc(OCCn2c(=O)sc3ccccc32)c1
    95	103	7	-11	79	103	.	16
Cc1ccc(SC(CC(=O)c2ccc(C)cc2)C(=O)O)cc1 (stereo not given)
    93	93	-21	-33	122	113	-7	1
C/C=C\C=C/C(=O)Nc1cccc(C2=NOC3(C2)C[C@H](C(N)=O)N(C(=O)c2ccc(OC)cc2)C3)c1 (stereo not given in full)
    98	99	-6	4	95	122	-7	5
O=C(c1cccs1)N1CCN(S(=O)(=O)c2ccccc2)CC1
    106	105	6	0	96	102	-4	-3
CC(C)NS(=O)(=O)c1ccc(NC(=O)Cc2cccs2)cc1
    94	93	-6	6	114	78	0	4
Cc1ccc(S(=O)(=O)N(C)C)cc1NC(=O)C(C)Sc1ccccc1 (stereo not given)
    89	90	-5	9	84	93	19	-1
c1ccc(-c2noc(-c3ccncc3)n2)nc1
    97	101	-6	7	106	99	-3	3
COCCNC(=O)CN(c1ccc(F)cc1)S(=O)(=O)c1ccc2c(c1)OCCO2
    100	93	-2	-4	100	94	-2	1
COc1ccc(-c2ocnc2C(=O)N2CCN(Cc3cccnc3)CC2)cc1
    91	96	7	4	97	100	1	2
CCOC(=O)c1c(C)[nH]c(C(=O)N/N=C/c2cc([N+](=O)[O-])ccc2O)c1C
    95	99	3	-1	97	101	3	9
Cc1cccc(NCc2n[nH]c(=S)n2-c2ccccc2)c1
    103	109	-9	-6	141	100	2	1
COc1ccccc1-c1noc(CCC(=O)NC2CCCC2)n1
    99	100	5	-2	101	94	-138	13
CN(C)S(=O)(=O)N1CCc2ccccc21
    100	105	-2	6	106	115	3	18
COc1cccc(C(=O)NN2CC(O)=C(c3nc4ccccc4s3)C2=N)c1
    96	100	13	9	111	98	-11	13
O=C(Oc1ccc(-n2cnnn2)cc1)c1ccco1
    99	102	13	-1	96	101	-6	2
COc1cccc(-c2noc(C(C)n3nc(C)c([N+](=O)[O-])c3C)n2)c1 (stereo not given)
    89	92	-7	-1	102	97	-1	5
CN(C)CCN1CC(O)=C(c2nc3ccccc3s2)C1=N
    96	105	-2	-3	95	101	2	6
O=S(=O)(/N=C(/Nc1cccnc1Cl)c1ccccc1)c1ccccc1
    96	99	9	0	119	99	-2	-1
COc1ccc(-c2nc3ccncc3[nH]2)cc1OC
    103	100	-5	2	117	85	8	40
COc1ccccc1CNC(=O)CN1C(=O)COc2ccc(S(=O)(=O)N3CCCCC3)cc21
    100	109	-1	6	96	109	-10	3
COc1ccc(C(=O)Nc2cccc(C(C)=O)c2)cc1S(=O)(=O)N1CCOCC1
    90	90	2	-6	94	84	-13	2
CCOC(=O)Cc1c(C)nc2c(C#N)c(C)nn2c1C
    100	99	2	-4	90	97	-3	-1
COc1cccc(C(=O)CSc2nnc(-c3cccs3)o2)c1
    105	107	-1	0	106	98	-13	1
Cc1cccc(NC(=S)N/C(=N/S(=O)(=O)c2ccccc2)c2ccccc2)c1
    102	100	1	-10	98	97	-4	33
Cc1noc(C)c1C(=O)N1CCC(C(=O)c2ccccc2)CC1
    93	95	6	9	93	101	0	-3
OCCC1CN(Cc2cnc(-c3ccc(Cl)cc3)nc2)CCN1C1CCCC1 (stereo not given)
    100	109	-2	4	102	96	-3	-1
COc1ccc(C(=O)NCC(=O)Nc2cccc(S(=O)(=O)NCc3ccco3)c2)cc1OC
    99	93	0	-5	92	99	0	0
CC1=C(C(N)=O)C(c2ccccc2)n2nc(-c3ccncc3)nc2N1 (stereo not given)
    101	99	-1	11	103	99	-6	3
C=CCN(C(=O)c1csnn1)C(C(=O)NC1CCCC1)c1c(F)cccc1Cl (stereo not given)
    100	101	6	-14	110	100	-3	-1
COc1ccc(-n2ncc(C(=O)NC3CC3)c2C2CCN(C(=O)OC(C)(C)C)CC2)cc1
    100	109	0	1	87	99	3	6
Cc1ccc(/C=N/NC(=O)c2cccnc2)o1
    95	100	-4	5	93	98	-102	72*
Cc1ccc(C(=O)NCCCNC(=O)c2ccc(Cl)cc2)cn1
    104	106	-3	4	87	102	5	-8
OC(COC(c1ccc(Cl)cc1)c1ccc(Cl)cc1)CN1CCc2ccccc2C1 (stereo not given)
    103	107	2	8	135	95	17	-1
Cc1ccc(NC(=O)NC2CC(=O)N(c3ccc4c(c3)OCCO4)C2)cc1F (stereo not given)
    97	106	-1	-1	81	103	-3	-1
COc1cccc(C(=O)Nc2nnc(-c3cccs3)s2)c1
    89	94	-3	9	103	87	0	32
O=C(Nc1cccnc1)c1ccc(-c2cc(Cl)ccc2Cl)o1
    99	115	-7	4	137	106	17	5
O=C1CC(C(=O)Nc2nccs2)C(c2ccccc2)O1 (stereo not given)
    103	101	0	0	96	96	10	3
COC(=O)c1ccccc1NC(=O)CN1CCC(n2nnc3cc(C(F)(F)F)ccc32)CC1
    105	106	-1	-3	101	98	1	7
